Screening data as filed in PubChem.
influenza NS1A = NS1A inhibition, H1N1 influenza, cell based functional assay (AID 504329); NS1A functional cell-based assay, percent inhibition; higher % means a stronger effect; 0.3% of 340,000 active; inhibition, % at 12.5 µM; hits with a dose series show IC50 in µM; in the data active means a potency from the dose series; inconclusive means inhibition above about 27% without an active follow-up result; further: strong numbers were not always called active
H37Rv inhibition = M. tuberculosis growth inhibition, HTS (AID 449762) | M. tuberculosis H37Rv growth inhibition, 7H9 media; higher % means a stronger effect | 0.59% of 330,000 active | inhibition, % at 25 µM; hits with a dose series show IC50 in µM; in the data active means a potency from the dose series; inconclusive means inhibition above about 70% without an active follow-up result;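 further: bacterial growth assessed after seven days of incubation; strong numbers were not always called active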
PhoP GFP inhibition = Inhibition of PhoP regulon, Salmonella typhi GFP reporter cells, confirmation, 4 h (AID 1850). inhibition, % at 50 µM; hits with a dose series show IC50 in µM. 0.33% of 310,000 active. Salmonella Typhi PhoP-promoter GFP reporter, fluorescence, 4 h; higher % means a stronger effect; in the data active means a potency from the dose series; inconclusive means inhibition mostly from about 25% at the one dose, without a potency; inactive means the rest, 99 in 100 with inhibition below about 19%;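 further: 0% = induced wells with vehicle and 100% = uninduced wells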
M. tuberculosis = growth inhibition of non-replicating M. tuberculosis (AID 488890) | Mycobacterium tuberculosis non-replicating, growth inhibition; higher % means a stronger effect | inhibition, % at 25 µM, or IC50 in µM where a hit was titrated | 0.39% of 320,000 active; in the data active means a potency from the dose series; inconclusive means inhibition mostly from about 82% at the one dose, without a potency; inactive means the rest, 99 in 100 with inhibition below about 76%;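 further: plate controls were DMSO cells for no effect and high antibiotic wells for full effect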
VEEV TC-83 Vero = inhibitors of VEEV TC-83 cytopathic effect, confirmation, Vero cells (AID 588727); Vero cells, VEEV TC-83 cytopathic effect inhibition; higher % means a stronger effect; inhibition, % at 20 µM; hits with a dose series show IC50 in µM; 0.13% of 350,000 active; in the data active means a potency from the dose series; inconclusive means inhibition mostly from about 14% at the one dose, without a potency; inactive means the rest, 99 in 100 with inhibition below about 12%; further: strong numbers were not always called active
VEEV TC-83 Vero 10K pilot screen = further read-out of VEEV TC-83 Vero, marked with its call; inhibition, %; measured here: 10K pilot screen inhibition
Numbers without * were called inactive; i = inactive; ? = inconclusive; / = no result given.

SMILES	influenza NS1A	H37Rv inhibition	PhoP GFP inhibition	M. tuberculosis	VEEV TC-83 Vero	others
O=C(NC1CC(=O)c2sccc21)c1cccc(C(F)(F)F)c1 (stereo unspecified)	7%	-2%	-5%	-6%	1.2%
CCCCn1c(N)c(N(CCOC)C(=O)CSc2ccc([N+](=O)[O-])cc2)c(=O)[nH]c1=O	-9%	-8%	/	27%	3.8%
Cc1ccccc1C(=O)NCC(=O)OCCCOC(=O)CNC(=O)c1ccccc1C	3%	7%	5%	/	3.4%
CCN1C(=O)C(CC(=O)Nc2ccc(OC)cc2)N(Cc2ccc(OC)c(OC)c2)C1=S (stereo unspecified)	/	-5%	4%	26%	0.8%
Cc1ccc(CNS(=O)(=O)c2c(C(=O)N3CCCCC3)c(C)n(C)c2C)o1	-5%	-8%	0%	2%	i
O=C(CSc1nnc2ccccn12)N1CCOCC1	-1%	-14%	-1%	-19%	1.1%
CC(C)(C)NC(=O)c1cc(NC(=O)c2ccco2)cc(NC(=O)c2ccco2)c1	-3%	0%	9%	-12%	1.0%
COc1ccc(Cc2nnc(NC(=O)c3ccccc3F)s2)cc1OC	-8%	-2%	3%	35%	i
C#CCSc1nsc(SCC#C)c1C#N	-7%	10%	6%	65%	6.9%
CCOC(=O)c1ccc(S(=O)(=O)N2CCN(C3CC(=O)N(c4ccc(OC)cc4)C3=O)CC2)cc1 (stereo unspecified)	-11%	/	/	/	2.9%
COc1cccc(C(=O)NCCN2CCN(c3ccccc3)CC2)c1	-1%	7%	4%	50%	i
O=c1[nH][nH]c(-c2ccccc2)c1C=Nc1cccc(Cl)c1	-8%	-1%	8%	21%	3.2%
CCCNC(=O)N1CCC(c2ccc3c(c2)OCO3)CC1	-2%	7%	-4%	4.7µM*	0.8%
CC(C)NC(=O)C12CC3CC(C1)CC(C(=O)NC(C)C)(C3)C2	-3%	-1%	1%	9%	i
C/C(=N\NC(=O)c1ccc(-c2ccccc2)cc1)c1ccco1	9%	67%	8%	?	0.4%

Reprinted from the part before: two compounds, then new ones.
SMILES	influenza NS1A	H37Rv inhibition	PhoP GFP inhibition	M. tuberculosis	VEEV TC-83 Vero	others
CC(C)NC(=O)C12CC3CC(C1)CC(C(=O)NC(C)C)(C3)C2	-3%	-1%	1%	9%	i
C/C(=N\NC(=O)c1ccc(-c2ccccc2)cc1)c1ccco1	9%	67%	8%	?	0.4%
COc1ccc(-n2c(-c3ccc(Cl)cc3Cl)n[nH]c2=S)c(OC)c1	-1%	2%	3%	-18%	1.5%
Cc1cc(C(=O)CCl)c(C)n1CCc1ccc(Cl)cc1	3%	0.34µM*	-15%	?	7.4%
Cc1ccc(-c2nnc(Cc3ccc([N+](=O)[O-])cc3)o2)cc1	0%	10%	5%	1.8µM*	0.6%
Cc1cc(C)c(S(=O)(=O)N(C)CC(=O)NC2CCCC2)c(C)c1	6%	3%	-4%	8%	1.0%
CCOC(=O)c1cccc(NC(=O)CSc2nnc(COc3ccccc3C)o2)c1	6%	28%	-7%	?	i
Cn1c(=O)oc2cc(S(=O)(=O)N3CCN(c4ccccn4)CC3)ccc21	22%	-5%	-2%	-9%	1.1%
COC(=O)[C@H](Cc1ccccc1)N(Cc1ccccc1)S(=O)(=O)N(Cc1ccccc1)[C@@H](Cc1ccccc1)C(=O)OC	7%	7%	/	12%	i
Cc1nc2nc3c(c(=O)n2[nH]1)CCCC3	8%	-2%	-4%	4%	1.1%
O=C(Nc1ccc(OC(=O)N2CCCCC2)cc1)N1CCOCC1	10%	-3%	6%	-8%	i
O=C(Nc1cc(NC(=O)c2ccccc2F)ccc1Cl)c1ccccc1	15%	-9%	-6%	10%	0.6%
O=C1C=C(c2cccc(Cl)c2)C[C@@H](c2ccc(Cl)cc2)C1	-2%	8%	/	-8%	i
Cc1cccn2c(=O)c(/C=C(\C#N)S(=O)(=O)c3ccccc3)c(N3CCCCC3)nc12	/	?	3%	3%	3.7%
CC1CCN(c2nc3c(c(=O)[nH]c(=O)n3C)n2CC(C)CSc2nnnn2-c2ccccc2)CC1 (stereo unspecified)	3%	7%	-8%	15%	5.2%
Cn1c(SCC(=O)NCCc2ccccc2)nnc1-c1ccco1	3%	-8%	-3%	-10%	1.1%
O=C(NCc1ccccc1F)c1ccc(S(=O)(=O)NCc2ccco2)cc1	-10%	/	/	/	4.7%
COc1ccc(OC)c(S(=O)(=O)N2CCN(CC(O)COc3ccccc3)CC2)c1 (stereo unspecified)	0%	2%	4%	10%	1.0%
Cc1ccccc1C(=O)NC=C1C(=O)OC(C)(C)OC1=O	-18%	1%	23%	7%	0.5%
O=C(CCc1nc2sc3c(c2c(=O)[nH]1)CCCC3)Nc1ccccc1Cl	2%	1%	4%	8%	6.1%
COc1ccccc1N1CCN(CCc2n[nH]c(=S)n2-c2ccccc2)CC1	-6%	3%	11%	-3%	1.1%
CC(Cc1ccccc1)[n+]1cc(/N=C(\N)[O-])on1 (stereo unspecified)	4%	-1%	-13%	3%	0.9%
CC(C)=CCC/C(C)=C/CNC(=O)C[C@H]1C[C@H](C(=O)N(C(C)C)C(C)C)[C@@]2(C)c3[nH]c4cc(CCC(=O)N(C)C)ccc4c3CCN2C1=O	29%	/	/	/	2.5%
Cc1cc(-n2c(C)cc(C(=O)CN3C(=O)NC4(CCCCC4C)C3=O)c2C)no1 (stereo unspecified)	-1%	-13%	-8%	53%	1.5%
O=C(COc1ccccc1)Nc1nnc(COc2ccccc2)s1	-4%	7%	-5%	-4%	1.8%
Cc1cc(C)c(S(C)(=O)=O)c(S(=O)c2ccc(Cl)cc2)n1 (stereo unspecified)	-4%	1%	-16%	-9%	1.2%
O=C(O)C(O)(c1ccccc1)C1CCCC1 (stereo unspecified)	-2%	-6%	3%	13%	i
CC(C(=O)N1CCc2ccccc21)N1CCN(S(=O)(=O)c2ccc3c(c2)OCCCO3)CC1 (stereo unspecified)	-20%	/	/	/	0.8%
Cc1ccc(NC(=O)c2sc3ncn(CC(=O)N4CCN(c5ccccn5)CC4)c(=O)c3c2C)cc1F	0%	4%	5%	12%	2.4%
CN(C(=O)CCc1nnc(-c2ccc(-c3ccccc3)cc2)o1)C1CCOCC1	-5%	-9%	-4%	10%	6.2%
O=C(O)c1ccc2c(c1)OCCCO2	-10%	-3%	4%	-3%	0.1%
C(#Cc1ccccc1)C[N+]1(CC#Cc2cccc3ccccc23)CCOCC1	-7%	/	/	/	i
CC[C@@]1(C(=O)OC)N[C@H](CN(C)S(=O)(=O)c2ccc(-c3ccccc3)cc2)[C@@H]2C(=O)N(C)C(=O)[C@@H]21	21%	0%	/	12%	i
COC(=O)C(NS(=O)(=O)c1ccccc1Cl)c1ccccc1 (stereo unspecified)	3%	57%	-16%	?	0.5%
CC(=O)Nc1ccc(NC(=O)C2CC(=O)N(c3ccc(Cl)cc3)C2)cc1 (stereo unspecified)	-14%	-3%	-6%	-21%	0.7%
O=C(c1ccccc1)C1CN(Cc2ccccc2)CCC1(O)c1ccccc1 (stereo unspecified)	-14%	9.4µM*	-2%	3.8µM*	12%
Cc1cc(C(F)(F)F)nn2cnnc12	2%	-1%	1%	-1%	1.3%
c1ccc2c(c1)[nH]c1c(N3CCSCC3)ncnc12	1%	0%	1%	16%	7.8%
COc1ccccc1/C=N/NC(=O)CNC(=O)c1ccc(S(=O)(=O)N2CCCC2)cc1	-3%	3%	-4%	-7%	i
COc1cccc(NC(=O)C2CCN(S(=O)(=O)c3ccc4c(c3)OCCO4)CC2)c1	3%	-15%	-5%	0%	i
Cc1ccc(N(C(=O)c2ccc3c(c2)OCO3)C2C=CS(=O)(=O)C2)cc1 (stereo unspecified)	10%	-6%	8%	-5%	i
Cc1ccc(NCC(=O)N=Nc2c(O)n(C)c3ccccc23)cc1	11%	-3%	1%	29%	1.1%
Brc1ccc(-c2nnc3c4ccccc4nc(N4CCOCC4)n23)cc1	-25%	2%	-4%	7%	6.2%
COc1ccc(NC(=O)c2ccco2)cc1N	5%	-2%	14%	-9%	4.4%
CCN(CC)CCn1c(=S)[nH]c2cc(C(=O)NCc3ccc(C)cc3)ccc2c1=O	-2%	0%	-3%	24%	0.1%
CCc1ccc(NC(=O)C/C(C)=N/NC(=O)OCc2ccc(OC)cc2)cc1	9%	10%	-11%	58%	0.5%
CCN(CC)S(=O)(=O)c1cccc(NC(=O)CCSc2ccc(Cl)cc2)c1	-3%	-6%	0%	28%	2.5%

Quoted at random: four records from the list, in no set order.
SMILES	influenza NS1A	H37Rv inhibition	PhoP GFP inhibition	M. tuberculosis	VEEV TC-83 Vero	others
COC(=O)[C@H](Cc1ccccc1)N(Cc1ccccc1)S(=O)(=O)N(Cc1ccccc1)[C@@H](Cc1ccccc1)C(=O)OC	7%	7%	/	12%	i
Cc1ccc(N(C(=O)c2ccc3c(c2)OCO3)C2C=CS(=O)(=O)C2)cc1 (stereo unspecified)	10%	-6%	8%	-5%	i
CCN(CC)CCn1c(=S)[nH]c2cc(C(=O)NCc3ccc(C)cc3)ccc2c1=O	-2%	0%	-3%	24%	0.1%
O=C(CCc1nc2sc3c(c2c(=O)[nH]1)CCCC3)Nc1ccccc1Cl	2%	1%	4%	8%	6.1%

New compounds follow
SMILES	influenza NS1A	H37Rv inhibition	PhoP GFP inhibition	M. tuberculosis	VEEV TC-83 Vero	others
Cc1ccc2c(c1)N(CC(=O)c1cccc(Cl)c1)C(=O)C(C)O2 (stereo unspecified)	2%	0%	-6%	-2%	0.1%
CCc1nc(SCC(=O)Nc2cc(C)on2)c2c(C)c(C)sc2n1	-5%	4%	-16%	10%	i
O=C(c1ccco1)N1CCN(Cc2nnnn2CC2CCCO2)CC1 (stereo unspecified)	4%	-1%	-3%	-26%	0.2%
O=C(CCc1ccccc1)N1CCN(C(=O)CCc2ccccc2)CC1	2%	/	/	/	0.8%
CC1CC(C)CN(CC(O)COC2CC(C)CC(C)(C)C2)C1 (stereo unspecified)	-20%	-3%	11%	-5%	2.9%
CCCNc1[nH]c(=O)n(C)c(=O)c1N=O	4%	-1%	4%	-11%	i
CCC1(C)Cc2ccccc2-c2nc(NCCO)[nH]c(=O)c21 (stereo unspecified)	-6%	-1%	-6%	9%	8.3%
Cc1ccc(Nc2cc(C)nc(N3CCOCC3)n2)c(C)c1	-3%	-1%	-6%	-2%	2.9%
CCc1c(C)sc(NC(=O)c2cc(-c3ccco3)on2)c1C#N	0%	8%	-1%	28%	1.3%
CN(C)CCSC1c2ccccc2CSc2ccccc21 (stereo unspecified)	/	5%	14%	14%	0.7%
CCOC(=O)N1CCN(CCC(=O)Nc2cc(C)ccc2C)CC1	-21%	0%	4%	0%	1.3%
COC(=O)Cn1c(=O)c2c(nc3n2CCCN3Cc2ccccc2)n(C)c1=O	2%	7%	-14%	0%	0.6%
CCOC(=O)CN(C(=O)COc1nc(-c2ccccc2)cc(C)c1C#N)c1ccccc1	0%	-8%	1%	-10%	0.7%
Cc1cc(C)cc(C(=O)NC(CC(N)=O)c2ccc(NCC3CC3)c([N+](=O)[O-])c2)c1 (stereo unspecified)	2%	3%	0%	-5%	i	VEEV TC-83 Vero 10K pilot screen=0.7
CCC1CCCCN1c1nc(-c2cccc(OC)c2O)nc2ccccc12 (stereo unspecified)	>100µM*	14%	0%	35%	i
COc1ccc(C2CC(c3ccccc3O)=NN2C(=O)c2ccccc2)cc1OC (stereo unspecified)	-1%	0%	-4%	10%	0.5%
Cc1cc(OCC(=O)Nc2ccc(S(=O)(=O)N3CCN(C)CC3)cc2)cc(C)c1Cl	13%	5%	-8%	-7%	6.3%
Cc1cc(NC(=O)CSCC(=O)N(C)Cc2ccc(Cl)cc2Cl)no1	-1%	2%	8%	78%	9.3%
CN1CCN(C(=O)C23CCC(C)(C(=O)C2Br)C3(C)C)CC1 (stereo unspecified)	-4%	-7%	5%	5%	1.1%
CCOc1ccc(N(C)Cc2cc(=O)oc3ccc(OC)cc23)cc1	1%	7%	2%	43%	i
Cc1cccc(C)c1NC(=S)N(CCCN1CCN(C)CC1)Cc1cccs1	-1%	8%	-17%	1%	i
C1CCN(CCCNC2C3CC4CC(C3)CC2C4)C1 (stereo unspecified)	-6%	9%	7%	-5%	1.8%
C/C(=N\NC(=O)Cc1ccccc1)c1cccs1	0%	11%	-1%	4%	0.3%
O=C(/C=C/c1ccccc1)N/C(=C/c1ccccc1)C(=O)NCCCO	-1%	-1%	-11%	-27%	0.1%
Cc1ccccc1NC(=S)Nc1cccc([N+](=O)[O-])c1	15%	2%	-5%	54%	2.9%
O=C(CN1CCN(S(=O)(=O)N2CCOCC2)CC1)Nc1cc(Cl)cc(Cl)c1	4%	4%	4%	17%	0.8%
CCN(CC(=O)NCc1cccs1)S(=O)(=O)c1ccc(F)cc1	-12%	-3%	2%	0%	1.7%
C=C1CSc2nc3ccccc3c(=O)n21	7%	-2%	-13%	-20%	1.2%
